Screening results as filed in PubChem BioAssay.
NR3A LBD binder = modulators (binders) of human NR3A ligand-binding domain | 340,000 compounds, 2.5% hits | Tm shift relative to glycine control, % at 25 µM | NR3A LBD differential scanning fluorimetry, Tm shift; 0% = protein alone, 100% = glycine-bound protein;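 active means melting temperature shift of at least 10% of the positive control shift, at one fixed dose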
MPTP block = inhibitors of mitochondrial permeability transition pore | inhibition, % at 10 µM | AID 602449 | 360,000 compounds, 1.4% hits | isolated mouse mitochondria, Ca2+ swelling absorbance, 30 min;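 active means inhibition of 50% or more, scaled per plate between neutral and stimulator controls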;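 further: 0% = DMSO wells given calcium and 100% = 1 mM EGTA wells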
Numbers without * were called inactive. Only part of the results is shown, so the mix of outcomes need not match the whole.

SMILES	NR3A LBD binder	MPTP block
CC(C)C[C@H]1CNC(=S)N1CC1CCN(CCC23CC4CC(CC(C4)C2)C3)CC1	3	2.7
CCCCN(CCCC)S(=O)(=O)c1ccc(NC(=O)c2ccc([N+](=O)[O-])cc2Cl)cc1	4	95*
CC(C)C[C@H](NC(=O)OCC1c2ccccc2-c2ccccc21)C(=O)O	2	-3.4
C=C(C)C1CC=C(C)/C(=N/NC(=O)CNc2ccc(C)cc2C)C1 (stereo unspecified)	4	0.8
CC(C)=N/N=C1/NC(=O)C(c2ccccc2)S1 (stereo unspecified)	-1	-1.1
COc1cccc(-c2c(C(=O)O)cc(O)c3ccc(OC)cc23)c1	1	-3.0
Nc1c(C(=O)NCC2CCCO2)sc2nc3c(c(-c4ccco4)c12)CC/C3=C\c1ccco1 (stereo unspecified)	-1	8.9
O=c1[nH]nc(SC2CCCCC2)c(=O)[nH]1	-3	1.3
O=C(c1ccccc1)N1CCCCC1	-4	0.3
C/C(=N\Nc1ccc(Cl)nn1)c1ccccc1O	-7	-3.0
Cc1ccc(O)c(CN(C)Cc2cc(C)ccc2O)c1	-1	-2.7
O=S(=O)(c1c(F)cccc1F)N(CCc1ccc(F)cc1)C[C@@H](O)COCc1ccccc1	-13	0.0
Cc1ccc(C(=O)Nc2ccccc2N2CCCCC2)cc1S(=O)(=O)N1CCOCC1	3	0.1
COc1ccc(/C=C2/CCCc3ccccc3C2=O)cc1	2	0.3
Cc1ccc(S(=O)(=O)N2CCN(C(=O)COC(=O)/C=C/c3ccc(OC(F)F)cc3)CC2)cc1	0	-0.8
Cc1[nH][nH]c(=O)c1C(c1c(C)[nH][nH]c1=O)c1cn(Cc2ccccc2Cl)c2ccccc12	-14	-0.3
CCN(CC(=O)Nc1c(F)cccc1F)C(=O)CCCOc1ccccc1	-4	-0.4
CCN(CC)CC(=O)NC1CCCc2c1cnn2-c1cc(F)cc(F)c1 (stereo unspecified)	0	0.3
O=C(O)c1ccc(S(=O)(=O)c2ccccc2)s1	0	0.1
CCCn1cnc2c(SCc3ccccn3)nc(N)nc21	0	-0.7
CC1CCC(NC(=O)c2cccn2C)CC1 (stereo unspecified)	0	-2.0
CC(=O)CSc1nc(CCc2ccccc2)c(C#N)c(=O)[nH]1	1	0.0
CC(=O)N(C(C)=O)c1ncn(C)c1S(=O)(=O)Nc1ccccc1	1	-2.4
O=C(COc1ccc(/C=N/NC(=O)c2ccc(O)cc2)cc1)Nc1ccc([N+](=O)[O-])cc1	7	0.9
CSc1nc(NCCN(C)C)c2sc3nc(-c4ccco4)c4c(c3c2n1)CCC4	1	-0.5

Additional compounds
SMILES	NR3A LBD binder	MPTP block
COC(=O)c1ccc2[nH]c(C)c(CN3CCCC3)c(=O)c2c1	2	-0.2
O=C(CCn1c(=O)c2ccccc2n(Cc2ccccc2)c1=O)NCc1ccc2c(c1)OCO2	-1	-1.2
Nc1ccc2ccccc2c1[N+](=O)[O-]	1	-2.2
CC(=O)Nc1ccc(-c2nnc(SCC(=O)n3c4c(c5ccccc53)CCCC4)n2C)cc1	0	1.3
O=C1NC(=O)N(C2CCCCC2)CC1Br (stereo unspecified)	0	-0.7
O=C(Nc1ccn(CCCNCc2ccccc2)c(=O)n1)OCc1ccccc1	1	0.2
COc1ccc(C(CNC(=O)c2cccc(S(=O)(=O)Nc3ccc(F)cc3)c2)N2CCCC2)cc1 (stereo unspecified)	-4	3.5
COc1cccc(-c2ccc3c(c2)C2CC3CCN2C(C)=O)c1 (stereo unspecified)	-2	0.6
O=S(=O)(Cc1ccccc1)N1CCN(c2ccccc2)CC1	1	-0.9
N#C/C(=C/c1ccc(-c2ccc([N+](=O)[O-])cc2)o1)c1nnc(N2CCOCC2)n1-c1ccccc1	-36	0.5
COC(=O)CC1=C(c2ccc([N+](=O)[O-])cc2)CCC1=O	-4	-3.0
O=CNC1(c2ccccc2)CCCCC1	-2	-0.8
CCOc1cc(C(=O)N/N=C/c2cn(-c3ccccc3)nc2-c2cc3ccccc3o2)cc(OCC)c1OCC	-2	14
Cn1c(=O)c2c(nc(SCC(=O)OCc3ccccc3)n2C)n(C)c1=O	-1	0.8
O=c1ccn([C@@H]2O[C@H](CNS(=O)(=O)C3CC3)[C@@H](O)[C@H]2O)c(=O)[nH]1	14*	-1.2
Cc1cc(NC(=O)c2cc([N+](=O)[O-])cc([N+](=O)[O-])c2)n(-c2ccccc2)n1	-5	47
COc1ccc(-c2nc3c(s2)CN(S(C)(=O)=O)CC3)cc1OC	-4	-1.0
CC(CCc1ccccc1)NC(=O)CNC(=S)N(Cc1cccs1)C1CCCC1 (stereo unspecified)	-27	2.1
O=C1N=c2ccccc2=C1c1c(O)n(-c2cccc(F)c2)[nH]c1=O	8	21
COc1cc2c(cc1OC)CN(C1CCC(C(C)(C)C)CC1)CC2 (stereo unspecified)	2	1.2
Cc1cccc(-c2nnc(-c3ccc4ccccc4c3)o2)c1	-11	-0.1
CC(=O)OC1CCC2C3CCC4OC(=O)CCC4C3CCC12C (stereo unspecified)	0	-0.8
CN1CCN(C(=S)Nc2cc([N+](=O)[O-])ccc2Cl)CC1	-3	6.5
Cc1ccc(-n2nnnc2C(Cl)c2nnnn2-c2ccc(C)cc2)cc1	0	0.2
COc1cccc(NS(=O)(=O)c2ccc3[nH]cc(C(=O)NC4CC4)c(=O)c3c2)c1	1	2.7

Next part:
SMILES	NR3A LBD binder	MPTP block
CC(=O)N1c2ccccc2N2C(c3c(C)c(C)cc(C)c3C)=NON12	-5	3.1
Cc1cc(C=NCCCO)c(C)n1-c1cc(Cl)ccc1Cl	-2	2.4
Nc1nc(-c2ccccc2)ns1	13*	0.3
O=C1ON(Cc2ccccc2)C(c2ccccc2)N1c1ccccc1 (stereo unspecified)	-3	-1.5
c1ccc2c(c1)-c1cccc3cncc-2c13	1	-0.3
Cc1cccc(N2C(N)=NC(N)=NC23CCCCC3)c1	2	-3.8
COc1ccc(C(CNC(=O)c2cccc(NS(=O)(=O)c3ccccc3)c2)N2CCCC2)cc1 (stereo unspecified)	-3	-1.7
Cc1ccc(-c2cc3nc(-c4ccccc4)cc(N4CCOCC4)n3n2)cc1	-6	0.6
O=C1NC(=S)NC1Cc1ccc(O)cc1 (stereo unspecified)	0	-0.4
O=C(Cc1cccc(NC(=O)C2CCN(C(=O)C3CCCCC3)CC2)c1)Nc1cccc(C(=O)N2CCCCC2)c1	0	-0.2
O=C(C=Cc1ccccc1)N1CCCCC1	1	-0.9
Cn1c2ccccc2c(=O)c2c(=O)n(-c3ccc(F)cc3)c(C3CCCCC3)nc21	-2	4.6
CC(C)C[C@@H](CNCC(=O)[C@H](C)NC(=O)c1[nH]cnc1C(=O)N[C@@H](C)CN)NC(=O)c1nc[nH]c1C(=O)N[C@@H](C)C(=O)O	2	-1.1
CCOCCCn1c(SCC(=O)Nc2oc(C)c3c(C)n[nH]c(=O)c23)nc2ccccc2c1=O	1	1.1
O=c1[nH]cnc2c1ncn2-c1ccc(Cl)cc1	-2	-1.3
CN1CCN(c2ccccc2NC(=O)c2ccc(-c3cccc([N+](=O)[O-])c3)o2)CC1	-8	0.1
CCC(=O)N1CCc2cc(S(=O)(=O)NC(Cc3ccccc3)C(=O)NC3CCCCC3)ccc21 (stereo unspecified)	-2	5.3
CC(=O)Nc1cccc2cc(O)ccc12	-1	-1.1
COc1ccc(C(=O)NCC(C)(C)N2CCOCC2)cc1S(=O)(=O)NCc1ccc(Cl)cc1	0	-1.1
Clc1ccccc1CN1CCN(CCCc2ccccc2)CC1	-1	26
NCC1CCN(c2nc3ccccc3c3c2CCCC3)CC1	-5	7.9
COc1cccc(CC(NC(C)=O)C(=O)NC2CCN(c3c4c(nc5ncnn35)CCC4)CC2)c1 (stereo unspecified)	0	-0.6
CN1CCCC(OC(=O)c2ccc3c(c2)OCCO3)C1 (stereo unspecified)	-1	0.8
CCCCn1c(-c2csc(CCC)c2)n[nH]c1=S	-2	-0.1
CC(C)CC(=O)N1CC=CC[C@@H](c2ccc(Cl)cc2)N(Cc2ccc(Cl)cc2)C(=O)[C@@H]1Cc1ccccc1	12*	6.5

Brought forward from above: 5 compounds, then new ones.
SMILES	NR3A LBD binder	MPTP block
NCC1CCN(c2nc3ccccc3c3c2CCCC3)CC1	-5	7.9
COc1cccc(CC(NC(C)=O)C(=O)NC2CCN(c3c4c(nc5ncnn35)CCC4)CC2)c1 (stereo unspecified)	0	-0.6
CN1CCCC(OC(=O)c2ccc3c(c2)OCCO3)C1 (stereo unspecified)	-1	0.8
CCCCn1c(-c2csc(CCC)c2)n[nH]c1=S	-2	-0.1
CC(C)CC(=O)N1CC=CC[C@@H](c2ccc(Cl)cc2)N(Cc2ccc(Cl)cc2)C(=O)[C@@H]1Cc1ccccc1	12*	6.5
O=C(Cc1ccccc1)c1ccccn1	-1	-0.6
O=C1CCCN1CCc1cccc2ccccc12	-2	-0.2
Cc1ccc(C(=O)n2c(-c3ccccc3)cnc2SCC(=O)Nc2ccccc2)cc1	1	2.1
CSc1nc(SCCO)c2sc3nc(-c4ccco4)c4c(c3c2n1)CC(C)(C)OC4	-5	2.4
COc1cc2cncc(Cc3ccccc3)c2cc1O	1	-1.2
Oc1ccc2ccccc2c1CNc1ccc2ccccc2c1	8	3.9
O=Nc1c2cc3ccccc3[nH]c-2c2ccccc12	2	0.2
CCSCc1nc2ccccn2c1Br	-2	-0.3
CCCCOc1ccc(SCCCN2CCOCC2)cc1	-3	0.8
CSc1ccc(S(=O)(=O)NCC(=O)OCC(=O)N(C)CC(=O)Nc2ccc(F)cc2)cc1[N+](=O)[O-]	-5	0.6
Oc1c(CN2CCOCC2)cc(CN2CCOCC2)c(O)c1O	-2	0.8
CSc1nc(O)c(Nc2ccccc2)c(=O)[nH]1	-2	-1.5
Cc1ccc(OCC(=O)O)c(O)c1	0	-1.6
Nc1nnnn1-c1cccc([N+](=O)[O-])c1	-1	-2.0
CCCNC(=O)c1ccccc1NC(=O)c1ccccc1N(C)S(=O)(=O)c1ccc(C)cc1	6	-1.2
CSc1nc(Cl)c(Br)c(Nc2c[nH]c(=O)[nH]c2=O)n1	-43	-0.7
ClCc1nnc(-c2cc3c(s2)CCCC3)o1	-1	0.9
CN(C)c1ccc(C(c2nnnn2CCOC(=O)Nc2ccc(Cl)cc2)N2CCOCC2)cc1 (stereo unspecified)	-2	1.5
COc1ccccc1/C=C/C(=O)c1ccccc1	-2	0.2
CCN1/C(=C/c2sc(-c3ccccc3C)c[n+]2C)Sc2ccccc21	-2	95*
N=c1oc2ccccc2cc1C(=O)Nc1ccc(F)cc1	0	-0.4
COc1ccc(C(=O)OCC(=O)Nc2cccc(S(=O)(=O)NC3=NCCCCC3)c2)cc1[N+](=O)[O-]	1	-1.4
CC(=O)c1sc2c(c1OC(=O)c1ccccc1)c(=O)n(-c1ccccc1)c(=S)n2-c1ccccc1	0	1.9
Cc1ccc2c(c1C)NC(=O)C21N2CCCC2C(C(=O)c2ccc3ccccc3c2)C12C(=O)Nc1ccccc12 (stereo unspecified)	-1	-0.5
CC(=O)N1CCCC1C(=O)O (stereo unspecified)	-4	-0.7

7 entries already listed, arranged by molar mass, smallest number first.
SMILES	NR3A LBD binder	MPTP block
Oc1ccc2ccccc2c1CNc1ccc2ccccc2c1	8	3.9
COC(=O)c1ccc2[nH]c(C)c(CN3CCCC3)c(=O)c2c1	2	-0.2
O=S(=O)(Cc1ccccc1)N1CCN(c2ccccc2)CC1	1	-0.9
C=C(C)C1CC=C(C)/C(=N/NC(=O)CNc2ccc(C)cc2C)C1 (stereo unspecified)	4	0.8
CC(=O)N(C(C)=O)c1ncn(C)c1S(=O)(=O)Nc1ccccc1	1	-2.4
Cn1c(=O)c2c(nc(SCC(=O)OCc3ccccc3)n2C)n(C)c1=O	-1	0.8
CSc1ccc(S(=O)(=O)NCC(=O)OCC(=O)N(C)CC(=O)Nc2ccc(F)cc2)cc1[N+](=O)[O-]	-5	0.6

(listing goes on)
SMILES	NR3A LBD binder	MPTP block
Cc1ccc(C2=NN=C(NC(=O)C(F)(F)F)SC2)cc1	-4	0.2
CCCCN1C=C(C(=O)OCC)C(=O)CC1	0	-1.6
Cc1ccc(NC(=O)C2CCN(S(=O)(=O)c3ccc(C(C)(C)C)cc3)CC2)cc1S(=O)(=O)N1CCOCC1	-9	2.3
O=C(Nc1ccn(CCCNCc2ccc3c(c2)OCO3)c(=O)n1)OCc1ccccc1	0	1.3
Cc1nn(C)c(C)c1NC(=O)CSc1nc(-c2ccccc2F)nc2c1cnn2-c1ccccc1	-1	1.4
Cc1cc(C=C2C(=O)c3ccccc3C2=O)c(C)n1-c1ccc(Cl)cc1	2	2.3
CC(C)C[C@H]1CNC(=O)C(=O)N1CC1CCN(CCc2ccc(-c3ccccc3)cc2)CC1	0	0.0
Cc1cccc(Nc2nc(NCc3ccco3)c3ccccc3n2)c1	4	91*
COc1ccc2nc(C)cc(SCC(=O)Nc3c(C)cccc3C)c2c1	1	-0.2
CCOc1ccc(NC(=O)CN2C(=O)/C(=C3\SC(=S)N(C4CCS(=O)(=O)C4)C3=O)c3ccccc32)cc1 (stereo unspecified)	1	0.4
CCN(c1ccc2c(c1)OCO2)S(=O)(=O)c1cc2c(cc1Br)CCN2C(=O)C1CC1	2	-2.0
O=C(c1ccccc1)N(C(=O)c1ccccc1)N1CCCC1	0	0.1
Cc1ccccc1NC(=O)N(O)C1(C#N)CCCCC1	15*	0.6
O=C(CN(C(=O)c1ccccc1)C(=O)c1ccccc1)OCc1ccccc1	4	-0.4
CC(=O)N(C)c1cc([N+](=O)[O-])ccc1OCc1ccccc1	-2	0.7
O=C(/C=C/c1cn(CC(O)CN2CCCCC2)c2ccccc12)c1cccs1 (stereo unspecified)	-6	23
O=C(Nc1c(Br)cc2c(c1Br)Cc1ccccc1-2)C(F)(F)F	12*	1.9
COc1cc2c(cc1NC(=S)NC(=O)/C=C/c1ccc(OC)c(OC)c1)oc1ccccc12	0	1.8
